Pyk2 oligo antag – blocks oligomerization of human Pyk2 in cells; Q14289; Q293 cells, Pyk2 FERM NanoBiT luminescence; hits give low values; z-score (the deposit names both 25 µM and 10 µM); 0.83% of 99,000 active; AID 1347419;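 active = Z-score of -3 or lower, scaled per plate to the spread of control and sample wells; inactive = z-score above -3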;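 also: negative z-score means lost luminescence so less FERM oligomerization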
Target sequence (Q14289 whole entry, looked up): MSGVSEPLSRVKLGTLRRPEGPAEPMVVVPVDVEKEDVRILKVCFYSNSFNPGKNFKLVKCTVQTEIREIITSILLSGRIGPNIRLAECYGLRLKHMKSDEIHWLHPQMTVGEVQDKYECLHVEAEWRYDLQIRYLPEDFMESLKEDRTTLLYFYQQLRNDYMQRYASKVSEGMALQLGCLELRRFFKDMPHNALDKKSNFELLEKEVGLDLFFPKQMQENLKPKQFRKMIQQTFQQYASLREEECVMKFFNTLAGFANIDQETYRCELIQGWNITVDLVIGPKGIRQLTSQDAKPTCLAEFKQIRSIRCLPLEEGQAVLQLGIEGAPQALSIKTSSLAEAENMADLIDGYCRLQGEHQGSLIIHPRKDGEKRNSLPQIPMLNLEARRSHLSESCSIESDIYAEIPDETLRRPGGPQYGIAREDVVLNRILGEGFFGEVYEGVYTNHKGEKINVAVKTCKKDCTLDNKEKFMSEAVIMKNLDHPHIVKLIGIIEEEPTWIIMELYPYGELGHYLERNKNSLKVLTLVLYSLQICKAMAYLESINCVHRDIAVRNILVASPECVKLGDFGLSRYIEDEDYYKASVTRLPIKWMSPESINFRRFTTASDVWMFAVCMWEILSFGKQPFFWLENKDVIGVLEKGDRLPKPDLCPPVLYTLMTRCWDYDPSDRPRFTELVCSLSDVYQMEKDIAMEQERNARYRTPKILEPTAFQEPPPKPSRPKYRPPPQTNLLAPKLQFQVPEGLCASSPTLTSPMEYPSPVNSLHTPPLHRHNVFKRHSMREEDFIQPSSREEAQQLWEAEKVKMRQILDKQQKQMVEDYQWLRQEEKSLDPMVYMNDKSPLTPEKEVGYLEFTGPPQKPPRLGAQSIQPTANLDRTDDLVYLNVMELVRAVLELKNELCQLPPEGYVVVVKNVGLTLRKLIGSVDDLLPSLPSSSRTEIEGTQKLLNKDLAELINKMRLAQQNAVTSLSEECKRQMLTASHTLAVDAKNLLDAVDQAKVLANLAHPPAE
Fibroblast inh – blocks proliferation of human lung fibroblasts; LL 47 human lung fibroblast viability, ATP luminescence; hits give low values; AID 719; 1.1% of 85,000 active; viability, % at 10 µM;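 active = viability at or below 50% in the single dose screen; inactive = viability above 50%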;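 also: compound exposure lasted 72 h before the ATP readout; 100% = median luminescence of untreated cell-only wells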
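Material: human LL 47 lung fibroblast cells; quantity: 1,150 cells/well; medium: IMEM plus 15% FBS; doses: 0.1% DMSO in all compound wells; timing: overnight attachment after seeding, then 72 h compound exposure at 37 °C; detection: CellTiter-Glo luminescence; measure: % viability of median cell-only signal; controls: cell-only wells, no compound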
Smad3 FoxH1 inh – inhibitors of human Smad3 transcription factor binding | TR-FRET Smad3/Dy647-FoxH1 peptide binding, europium anti-His | 0.29% of 88,000 active | inhibition, % at 25 µM | AID 630;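 active = compounds that reduce the energy-transfer binding signal between the protein and its labelled peptide by more than half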;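 also: 0% = Smad3 plus labelled peptide maximal FRET and 100% = peptide-only background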
TNFa cytotox – HUVEC cytotoxicity counter-screen, TNF alpha stimulated | HUVEC TNFalpha-stimulated, Hoechst cell count, imaging | cell count reduction, % at 2 µM | 0.17% of 93,000 active | AID 848;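 active = cell count reduction exceeding the screen mean by over 5 SD, scaled to untreated wells per plate, cut at about 78% in these data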;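 also: cells counted after 24 h of TNF alpha exposure following the 1 h pretreatment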
H69AR growth 86K – blocks growth of human H69AR lung tumor cells; viability, % at 10 µM; 6% of 85,000 active; AID 598; H69AR lung tumor viability, ATP luminescence, 72 h; hits give low values;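 active = viability at or below 40%; inactive = viability above 40%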;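 also: multidrug resistant small cell line overexpressing MRP-1 efflux transporter; 100% = mean luminescence of untreated control wells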
IL1B cytotox – HUVEC cytotoxicity counter-screen, IL-1B stimulated. HUVEC cell count loss, Hoechst imaging. cell count reduction, % at 2 µM. 0.41% of 94,000 active. AID 845;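 active = cell count reduction more than 3 SD above the screen-wide mean, cut at about 70% in these data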;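 also: normalized per plate to untreated control cells as the no-loss baseline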
cytoskel mod – cytoskeleton assembly modification; AID 836; HUVEC TNFa F-actin phalloidin imaging, high content; inhibition, % at 2 µM; 0.18% of 91,000 active;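 active = inhibition above the batch mean plus 3 SD and confirmed as a hit by visual image inspection, cut at about 30% in these data, passing the limit was not always enough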; also: strong numbers were not always called active
VCAM1 TNFa inh – reduces TNF alpha induced VCAM1 expression in HUVEC. HUVEC TNFa-induced VCAM-1 immunofluorescence, high-content imaging. inhibition, % at 2 µM. 0.48% of 95,000 active. AID 802;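 active = inhibition above the batch mean plus 3 SD, with images confirmed as a hit by eye, cut at about 37% in these data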;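 also: 0% = TNF-stimulated DMSO wells and 100% = unstimulated control wells; not every result past the cut was called active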
HUVEC inhibit – human endothelial cell proliferation inhibition. HUVEC proliferation, CellTiter-Glo luminescence, 72 h; hits give low values. viability, % at 10 µM (by protocol). 1.1% of 86,000 active. AID 648;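 active = viability at or below 30%; inactive = viability above 30%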;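 also: 100% = median luminescence of DMSO-only cell control wells on each plate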
Numbers without * were called inactive; . = not tested or not shown; [ ] = another dose, or the depositor's remark. This is a subset. The share of hits here may be higher or lower than overall.

SMILES	Pyk2 oligo antag	Fibroblast inh	Smad3 FoxH1 inh	TNFa cytotox	H69AR growth 86K	IL1B cytotox	cytoskel mod	VCAM1 TNFa inh	HUVEC inhibit
Cc1cc(C)n2nc(Nc3ccccc3)cc2n1	0.33	90	-5	-24	74	-65	.	11	87
N#Cc1c(NC(=O)CSCC(=O)O)sc2c1CCCC2	-0.17	108	-4	-19	104	1	1	1	101
CSc1cccc(NC(=O)C2CCCN(S(=O)(=O)c3ccc(F)cc3)C2)c1 (stereo not drawn)	-0.51	100	-1	12	21*	8	4	13	78
CCN1CCN(C(=O)CN(C)S(=O)(=O)c2ccc(OC)cc2)CC1	0.86	98	3	8	84	8	-26	-6	98
Nc1c(N2CCCCC2)c(=O)[nH]c(=O)n1-c1ccccc1	0.46	102	-2	-21	105	-11	20	5	102
CCC(=O)Nc1cccc(NC(=O)c2ccc3c(c2)OCO3)c1	0.01	110	13	-8	79	-17	-4	10	100
Cc1cccc(-n2c(CCN3C(=O)c4ccccc4C3=O)nc3ccccc3c2=O)n1	0.53	97	6	10	81	14	-16	1	100
O=C(NCCN=C1NS(=O)(=O)c2ccccc21)c1ccc(S(=O)(=O)N2CCOCC2)cc1	-0.23	95	14[fluorescence artefact?]	-2	96	10	-5	-4	104
CCOC(=O)/C=c1\s/c(=C\c2ccccc2OC)c(=O)n1CC(=O)N1CCOCC1	-1	92	1	-30	59	15	8	-10	84
CN1CCCc2cc(C=O)ccc21	0.86	100	-3	-8	87	2	2	22	93
Cc1ccc(C(=O)NCCN(C)C)cc1C	0.51	96	0	-100	89	-7	.	-7	96
CCNC(=O)C/C(C)=N/NC(=O)C12CC3CC(CC(C3)C1)C2	1.2	.	.	-18	.	1	-28	4	.
CCOC(=O)C(Cc1ccccc1)(NC(C)=O)C(=O)OCC	1.5	100	4	-16	109	0	.	1	92
CCN1CCN(c2nc(SC)nc3sc4c(c23)CC(C)(C)OC4)CC1	0.54	93	8	.	104	.	.	.	93
Cc1cc(C)n(-c2ccc(C(=O)NC3=NCCS3)cc2)n1	2.3	105	3	.	92	24	.	.	92
CCCCOc1ccc(Cl)cc1CSc1nnc(CC)n1N	-0.91	100	4	-10	59	-17	5	5	98
COc1ccc(NC(=S)N2CCC(c3nc4ccc(Cl)cc4[nH]3)CC2)c(OC)c1	-0.11	.	.	-2	.	-5	-16	12	.
CC12CCC(c3nnc(SCc4ccc(Cl)cc4)nc31)C2(C)C (stereo not drawn)	-0.63	98	1	.	93	24	2	-37	107
CCSC1(SCC)N=C(N)C2(C#N)C(c3ccc(F)cc3)C12C#N (stereo not drawn)	0.87	3.8*	1[fluorescence artefact?]	-20	0.8*	22	3	0	9.6*
CCC(=O)Nc1nc(-c2ccc3c(c2)OCCO3)cs1	.	110	17	-32	74	2	10	0	104
CN(C)Cc1cc(CN(C)C)c(O)c(CCc2ccccc2)n1	-0.62	104	9	-4	93	2	.	15	103
COc1ccc(NC(=O)CSc2nncn2C)c([N+](=O)[O-])c1	-0.15	.	.	.	.	15	0	14	.
COc1ccccc1NC(=O)c1cc(S(=O)(=O)N2CCC3(CC2)OCCO3)ccc1F	-0.61	103	-5	-25	86	11	22	-12	101
O=C1N/C(=C\c2ccc(O)cc2)C(=O)c2ccccc21	-0.8	.	.	-19	.	-27	15	12	.
O=C(Cn1nnc(-c2cccs2)n1)NCCc1ccccc1	-0.19	105	-3	-10	95	11	-3	-9	94
O=S1(=O)N=C2CCCCCN2C(c2ccncc2)N1 (stereo not drawn)	-0.08	95	1	-4	64	10	5	2	97
CCOc1cc(C2C(C#N)=C(N)OC(C)=C2C(C)=O)c(Br)c(Br)c1OC(C)C (stereo not drawn)	-1.6	62	0	5	3.2*	30	-6	14	31
CCn1c(SCC(=O)c2[nH]c(C)c(C(C)=O)c2C)nnc1-c1ccccc1	0.18	95	-1	-9	76	-6	13	21	85
COC(=O)c1ccc(S(=O)(=O)N2CCC(c3nc4ccccc4o3)CC2)cc1	-0.28	106	14[fluorescence artefact?]	-3	81	-125	-11	-1	102
CCOc1ccc2nc(SC3CC(=O)N(c4ccc(OC)cc4)C3=O)sc2c1 (stereo not drawn)	1.2	.	.	11	.	6	-1	-9	.
N#CC(C(=O)CCN1C(=O)C2CC=CCC2C1=O)c1nc2ccccc2[nH]1 (stereo not drawn)	-0.62	107	-3	9	94	22	-29	43	99
CC1=CC(=C2C(=O)c3ccccc3C2=O)C=C(C)O1	.	86	-10[fluorescence artefact?]	-13	49	-31	51	-8	100
Cc1nc2sc(C(c3cccc(F)c3)N3CCC(O)CC3)c(O)n2n1 (stereo not drawn)	-0.46	99	3	-15	87	-2	-13	12	101
Cc1cccc(NC(=O)CSc2nnc([C@@H](N)Cc3ccccc3)o2)c1C	1.6	98	-3	-5	102	.	-4	18	92
CCOc1ccccc1NC(=O)Cn1cnc2c(cnn2-c2ccc(C)c(C)c2)c1=O	2.4	.	3	-37	95	-30	18	1	102
O=C(Nc1ccn(Cc2ccc(Cl)cc2)n1)c1ccc2c(c1)OCO2	0.28	95	9	2	109	1	7	5	84
CC1CCc2c(sc(N)c2C(N)=O)C1 (stereo not drawn)	-0.18	110	-10	.	99	27	.	.	94
COC(=O)[C@@H](N)CS	.	97	8	.	90	.	.	.	98
CC(CCc1ccccc1)NC(=O)C(Cc1ccccc1)NS(=O)(=O)c1cccs1 (stereo not drawn)	0.01	84	-2	1	46	.	-5	-16	84
COC(=O)CS(=O)(=O)c1ccc2c(c1)CC(=O)N2	0.61	106	0	-16	102	7	2	-12	99
Cc1cc(Oc2ccccc2)nc(NCc2ccccc2)n1	-0.37	78	-9	-2	53	-12	-15	-2	83
CNC(=O)CC(C(=O)O)c1ccc(OC(C)C)cc1 (stereo not drawn)	1.9	108	-10	-6	100	9	-14	8	108
COc1cc(C(=O)n2nc(C)cc2C)ccc1O	0.71	86	-9	-11	97	-20	-12	22	87
O=C(Nc1ccc2nn(-c3ccccc3)nc2c1)c1cccs1	-1.7	81	3	-36	66	15	21	-4	79
Cc1cc(C)n2nc(SCc3cc(=O)n4ccccc4n3)nc2n1	.	94	6	3	97	-23	2	-8	101
CC(O)/C=C/c1cccc[n+]1C (stereo not drawn)	-0.55	98	4	-9	97	-33	2	10	98
COc1ccc(-c2cn3ccccc3n2)cc1OC	-0.14	78	5	-14	51	1	13	37	78
C=CCNC(=O)CN1CCC(O)(c2ccc(F)cc2)CC1	0.4	95	2	-6	94	-8	-7	-5	87
O=P(COCCO)(c1ccccc1)c1ccccc1	0.9	94	-3	7	94	14	-27	13	94
O=C(CN1CCCCCC1)Nc1cccc2c1OCO2	1.1	99	18	-12	91	-31	-9	-9	105
COc1ccc(C(=O)Nc2ccc(S(=O)(=O)N3CCCCC3)cc2)cc1OC	-0.98	91	8	-10	67	-18	-18	-4	87
COc1ccc(/C=N/NC(=O)CSCC(=O)Nc2ccccc2)cc1OC	0.2	.	.	4	.	46	4	-43	.
Cc1cc(NS(=O)(=O)c2ccc(N)cc2)no1	.	110	-2	.	105	.	.	.	112
Cc1ccc(C)n1C1CCS(=O)(=O)C1 (stereo not drawn)	0.04	.	2	-13	89	-14	-28	-6	91
COc1cc(SC)ccc1C(=O)NCCCOC(C)C	0.51	107	-5	-17	111	-3	0	-5	103
CC(C)(C)NC(=O)CN(Cc1cccs1)C(=O)CNS(=O)(=O)c1ccccc1	1.8	103	-8	27	89	38	-12	-3	102
COc1cc2nc(CN(C)CC(=O)Nc3ccc(N4CCOCC4)cc3)[nH]c(=O)c2cc1OC	0.24	95	1	.	82	.	.	.	99
COc1cccc(CNC(=O)Cn2cc3c(n2)CCCCC3)c1	.	100	-7	-7	99	7	-4	9	95
CC(Nc1c([N+](=O)[O-])c(=O)oc2ccccc12)C(Cl)c1ccccc1 (stereo not drawn)	1	.	.	-9	.	-14	2	10	.
O=C(CSc1nc2c(c(=O)n1-c1ccc(F)cc1)SCC2)N1CCCC1	0.29	.	.	-8	.	-49	.	-4	.

Shown as labelled records: entries from further up
COc1cc2nc(CN(C)CC(=O)Nc3ccc(N4CCOCC4)cc3)[nH]c(=O)c2cc1OC
  Pyk2 oligo antag: 0.24	Fibroblast inh: 95	Smad3 FoxH1 inh: 1	TNFa cytotox: .	H69AR growth 86K: 82	IL1B cytotox: .	cytoskel mod: .	VCAM1 TNFa inh: .	HUVEC inhibit: 99
COc1cccc(CNC(=O)Cn2cc3c(n2)CCCCC3)c1
  Pyk2 oligo antag: .	Fibroblast inh: 100	Smad3 FoxH1 inh: -7	TNFa cytotox: -7	H69AR growth 86K: 99	IL1B cytotox: 7	cytoskel mod: -4	VCAM1 TNFa inh: 9	HUVEC inhibit: 95
CC(Nc1c([N+](=O)[O-])c(=O)oc2ccccc12)C(Cl)c1ccccc1 (stereo not drawn)
  Pyk2 oligo antag: 1	Fibroblast inh: .	Smad3 FoxH1 inh: .	TNFa cytotox: -9	H69AR growth 86K: .	IL1B cytotox: -14	cytoskel mod: 2	VCAM1 TNFa inh: 10	HUVEC inhibit: .

Next part
SMILES	Pyk2 oligo antag	Fibroblast inh	Smad3 FoxH1 inh	TNFa cytotox	H69AR growth 86K	IL1B cytotox	cytoskel mod	VCAM1 TNFa inh	HUVEC inhibit
O=S1(=O)c2ccccc2N=NN1Cc1cc(Cl)cc(Cl)c1	.	47*	4	-24	1.2*	26	21	6	78
CC(C)Oc1ccc(C(=O)Nc2ccc(N3CCCC3)cc2)cc1	-0.7	.	.	-54	.	-12	0	-6	.
COc1ccc(-c2ccc(OC)cc2)cc1	0.47	99	11	-5	97	27	-1	-17	91
C/C(=N\NC(=S)NCCc1ccccc1)c1ccc(C#N)cc1	1.9	.	.	6	.	0	9	49	.
O=C(c1nsc(Cl)c1Cl)N1CCCCC1	0.72	104	5	-27	95	48	-6	9	97
O=C(COc1ccc(S(=O)(=O)NCCc2ccccc2)cc1)N1CCCC1	1.9	98	-10	8	91	-40	-5	-8	104
Cc1cccc(C)c1Nc1nc2ccccc2o1	.	91	2	.	92	.	.	.	90
CC(Oc1ccc(NC(=O)c2ccco2)cc1)C(=O)N1c2ccccc2CC1C (stereo not drawn)	-0.31	99	0	-4	83	35	-12	-8	91
Cc1ccc(S(=O)(=O)N2CCCC2c2nc3ccccc3s2)cc1 (stereo not drawn)	0.13	.	.	-7	.	-26	10	-4	.
Cc1noc(C)c1C(=O)OCC(=O)NCCc1ccc(Cl)cc1	0.28	105	-8	0	89	2	25	2	86
Cn1c(=O)cc(SCC(=O)NCc2cccnc2)c2ccccc21	-0.27	101	17[fluorescence artefact?]	-11	88	-7	14	21	103
CC1Cc2ccccc2N1C(=O)CSc1nnnn1C (stereo not drawn)	0.45	.	.	-8	.	0	-9	-6	.
O=C(Nc1c2ccccc2nc2ccccc12)C(Cl)(Cl)Cl	-0.03	.	.	-16	.	1	30	3	.
CCN(CC)CCNC(=O)c1cn(CC)c2ccc(S(=O)(=O)N(C)C)cc2c1=O	.	91	9	-11	92	-16	-2	3	100
COc1cccc(CNC(=O)c2cc3ccccn3n2)c1	.	100	1	-38	94	2	14	7	95
CC1(C)CC(=O)C=C(NCCO)C1	0.19	101	14	-41	96	-21	6	-48	91
CN1CCN(C(=O)CCCOc2ccc(Cl)cc2Cl)CC1	0.57	.	.	-23	.	-10	.	2	.
O=C(CCN1CCN(Cc2ccccc2)CC1)Nc1ccc(OCc2ccccc2)cc1	0.12	87	2	-8	29*	-30	8	4	8.7*
CCOC(=O)CCC(=O)OCC(=O)NC(C)C1CC2CCC1C2 (stereo not drawn)	0.05	95	10[fluorescence artefact?]	-31	92	20	1	2	95
